BCR signal inh = inhibitors of chronic active B-cell receptor signaling; ABC-DLBCL IkBa-CBG/CBR reporter, luminescence ratio, 4 h; Potency, µM (top dose mostly 46.1 µM), for the others: at the top dose ratio change, negative = lower green/red ratio, actives largely listed as inhibitors; hit rate 0.05% among 340,000; active = well fitted inhibition curve with a large enough effect in the signal ratio, with a control signal flat, not every such curve was filed as active; inconclusive = small, poorly fitted or top-dose-only effect, or effect the other way, or a change in a side signal; the % refers to the signal ratio;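 note: potency is the fitted concentration of half-maximal effect; plate controls were basal doxycycline-induced cells for no effect and cells given 10 µM MG132 for full effect; MG132 reads +100%, hits lower the ratio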
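Cell line TMD8 (human ABC DLBCL), stably expressing tet-inducible CBG68-IkBa fusion and CBR; IMDM/0.5% FBS; cpd up to 46 uM; dox induction, 4 h, 37C/5% CO2; dual luminescence; green/red ratio; MG132 control.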
Eya2 inh = Eya2 (human) phosphatase inhibition | hit rate 0.006% among 330,000 | recombinant Eya2, OMFP fluorescence dephosphorylation (OMFP is methylfluorescein phosphate) | O00167 | Potency, µM (titrated, usually from 76.9 µM), for inactives: at the top dose activity, negative = inhibition, hits mostly inhibitors; note: potency is the fitted concentration of half-maximal effect; % is set by controls: 0 for no effect and ±100 for the full control effect
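Eya2 (0.2 uM) preincubated 10 min at ambient with compound, then OMFP substrate added at 50 uM; 10 min reaction in 50 mM HEPES pH 7.5, 50 mM NaCl, 5 uM MgCl2, 0.05% BSA, 1 mM DTT. Fluorescence read at Ex 485/Em 525 nm.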
a7 integrin act = activators of alpha7 integrin expression for muscular dystrophy. AID 624291. Potency, µM (doses to about 38.3 µM), for the others: at the top dose activation, usual class: activators. alpha7betagal myoblasts, beta-gal FDG fluorescence, 48 h. hit rate 0.064% among 350,000;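 note: potency is the fitted concentration of half-maximal effect; 100% = response of the positive control SU9516; nearly all actives have a fitted effect of over 60% in size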
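alpha7betagal+/- myoblasts (passage 13, 250/well) treated 48 h at 37C with compounds at 1:260 dilution of DMSO stock. Lysed, then beta-galactosidase activity read as FDG fluorescence (ex 480/em 540) after 30 min, with pre-read for autofluorescence.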
TCR activator = activators of T cell receptors; primary human leukocytes, anti-CD3, IL-2 HTRF, 48 h; Potency, µM (highest dose often 9.22 µM), inactives show top-dose activation of IL-2 secretion, most hits filed as activators; 330,000 tested, under 10 active; note: % of control where 0% means no effect
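Compounds are tested in HTS on primary human leukocytes co-incubated with a-CD3 beads for 48 hr. IL-2 output is measured by time-resolved FRET.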
Mito fusion act = blocks mitochondrial division or promotes mitochondrial fusion; AID 485298; S. cerevisiae fusion-defective mutant growth rescue, CellTiterGlo 48 h; Potency, µM (highest dose often 46.1 µM), for inactives: at the highest dose growth rescue (activation), usual class: activators; hit rate 0.23% among 320,000;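 note: potency is the fitted concentration of half-maximal effect; % of control where 0% means no effect; nearly all actives have a fitted effect of over 45% in size; temperature-sensitive fusion mutants such as fzo1-1 at 37 °C on non-fermentable ethanol glycerol medium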
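Read-out: ATP-based luminescence (CellTiterGlo, 10 min ambient) reporting growth of fusion-defective ts yeast after 48 hours at 37C on glycerol/ethanol YPEG medium in the presence of compound.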
AT treatment = candidate therapy for ataxia-telangiectasia | hit rate 0.19% among 320,000 | […] A-T fibroblasts, KAP-1 phosphorylation AlphaLISA; neocarzinostatin DNA damage 30 min before lysis | Potency, µM (doses to about 57.5 µM), for inactives: at the highest dose activation, usual class: activators; note: potency is the fitted concentration of half-maximal effect; % of control where 0% means no effect; nearly all actives have a fitted effect of over 45% in size
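ATM-like activity read as KAP-1 phosphorylation via AlphaLISA donor/acceptor antibody pairs after lysis and 6 hr at 25C. Cells were ATM-null patient fibroblasts ([…], hTERT), dosed 60 min, then exposed to the DSB inducer NCS for 30 min.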
S-ASM inh = human S-ASM enzyme inhibition. P17405. placental ASM, HMU-PC fluorogenic substrate, 60 min. Potency, µM (doses to about 57.5 µM), inactives show at the highest dose activity change, negative = inhibition, actives largely listed as inhibitors. hit rate 0.006% among 340,000. AID 504937; note: potency is the fitted concentration of half-maximal effect
Target sequence (P17405 47-631 limits assumed): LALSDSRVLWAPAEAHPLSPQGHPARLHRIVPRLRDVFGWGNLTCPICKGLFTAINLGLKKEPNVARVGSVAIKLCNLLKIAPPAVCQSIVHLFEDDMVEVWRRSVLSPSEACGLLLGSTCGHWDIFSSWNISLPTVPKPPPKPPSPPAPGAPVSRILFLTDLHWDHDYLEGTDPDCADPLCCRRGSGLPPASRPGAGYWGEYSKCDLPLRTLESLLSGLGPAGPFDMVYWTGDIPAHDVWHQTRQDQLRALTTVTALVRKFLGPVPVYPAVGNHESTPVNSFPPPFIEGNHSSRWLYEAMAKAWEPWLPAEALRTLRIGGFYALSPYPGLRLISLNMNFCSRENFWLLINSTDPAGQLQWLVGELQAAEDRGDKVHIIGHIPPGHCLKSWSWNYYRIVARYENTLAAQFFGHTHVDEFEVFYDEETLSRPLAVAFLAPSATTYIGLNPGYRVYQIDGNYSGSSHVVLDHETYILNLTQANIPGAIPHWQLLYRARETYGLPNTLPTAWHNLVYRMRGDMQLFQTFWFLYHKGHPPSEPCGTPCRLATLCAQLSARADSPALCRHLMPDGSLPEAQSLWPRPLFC
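Human placenta-derived ASM preincubated with compound 10 min at room temperature, then reacted with 9 uM (final) fluorogenic HMU-PC substrate for 60 min at 37 C. Stop solution raises pH to 10; fluorescence read at Ex 386/Em 447 nm.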
ELG1 repair inh = inhibitors of ELG1-dependent DNA repair in HEK293T cells. HEK293T ELG1-luciferase reporter, luminescence, 16 h; DNA damage induced by 5-fluorouridine. Potency, µM (highest dose often 46.1 µM), for inactives: top-dose activity change, negative = inhibition, actives largely listed as inhibitors. hit rate 2.3% among 330,000. AID 504467; note: potency is the fitted concentration of half-maximal effect; % is set by controls: 0 for no effect and ±100 for the full control effect; nearly all actives have a fitted effect of over 55% in size
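In this reporter screen, reduction of luminescence relative to DMSO vehicle indicated activity. Compounds and 5-fluorouridine were added together to 2,000 cells per well, incubated for 16 hr at 37 °C, then developed with ONE-Glo.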
TSG101-PTAP inh = blocks PTAP/TSG101 interaction to inhibit HIV-1 budding. Q99816. Fluorescence polarization, FITC-PTAP peptide / Tsg101 binding. Potency, µM (top dose mostly 115 µM), for the others: at the highest dose activity change, negative = inhibition, hits mostly inhibitors. 340,000 tested, under 10 active; active = well fitted inhibition curve with a large enough effect in the main read-out, with a control signal flat, not every such curve was filed as active; inconclusive = small, poorly fitted or top-dose-only effect, or effect the other way, or a change in a side signal; inactive = no such curve, though single readings can be large or run the other way; note: potency is the fitted concentration of half-maximal effect; % of control where 0% means no effect
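Fluorescence polarization binding of Tsg101 binding domain (10 uM final) to FITC-labeled PTAP peptide (50 nM final) in HEPES pH 7.5 buffer with NaCl, Tween 20, EDTA, TCEP. Compounds added before peptide; binding 20 min at RT.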
Tb PFK block = inhibitors of T. brucei phosphofructokinase; hit rate 0.17% among 330,000; T. brucei PFK, ADP-Glo luminescence; Potency, µM (top dose mostly 57.5 µM), for inactives: top-dose activity, negative = inhibition, actives largely listed as inhibitors; O15648;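 note: potency is the fitted concentration of half-maximal effect; 0% = uninhibited 1x PFK enzyme wells and -100% = no-enzyme wells; nearly all actives have a fitted effect of over 60% in size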
Target sequence (O15648 whole entry, looked up): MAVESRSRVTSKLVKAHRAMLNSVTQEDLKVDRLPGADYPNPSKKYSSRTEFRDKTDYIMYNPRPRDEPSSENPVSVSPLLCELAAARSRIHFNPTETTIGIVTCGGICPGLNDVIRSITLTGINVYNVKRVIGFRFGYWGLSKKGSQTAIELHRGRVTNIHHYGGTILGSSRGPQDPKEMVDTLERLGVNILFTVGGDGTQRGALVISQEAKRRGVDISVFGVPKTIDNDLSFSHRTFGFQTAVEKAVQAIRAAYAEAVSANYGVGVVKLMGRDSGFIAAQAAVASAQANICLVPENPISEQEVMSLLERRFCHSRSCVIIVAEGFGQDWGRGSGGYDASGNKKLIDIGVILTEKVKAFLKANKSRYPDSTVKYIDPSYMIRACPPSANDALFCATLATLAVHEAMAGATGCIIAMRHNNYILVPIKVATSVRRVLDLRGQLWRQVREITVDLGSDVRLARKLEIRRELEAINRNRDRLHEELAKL
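Luminescent ADP detection (ADP-Glo, two-step: ATP depletion then ADP-to-ATP conversion for luciferase) reported PFK activity after 45 min room-temperature reaction of 1.25 nM enzyme with 0.5 mM F6P and 0.1 mM ATP at pH 8.0.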
TSHR antagonist = blocks TSH signaling through the human TSH receptor; TSHR-expressing cells, TSH-stimulated cAMP HTRF, 2 h; hits give low values; P16473; AID 504810; hit rate 0.2% among 330,000; activity change, negative = inhibition, % at 11.5 µM;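 active = activity change below a set negative limit, meaning inhibition stronger than a set level, cut at about -70% in these data; inconclusive = activity change between two set negative limits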; note: % is set by controls: 0 for no effect and ±100 for the full control effect
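Freshly harvested TSHR cells receive pin-tooled compound, then EC80 TSH at 4nM final. After 2 hours at 37 deg C, antibody in lysis buffer and cAMP-d2 are added; 30 minutes at ambient temperature precede the HTRF read.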
Starred values were filed as active, the others as inactive; ? = inconclusive; . = no result given; [ ] = dose if it differs, or a comment. Unless noted, calls come from the whole dose curve; as a rule, active = well fitted curve in the direction sought with a large enough effect; inconclusive = small, poorly fitted or top-dose-only effect, or another doubt; inactive = no such curve, though single readings can be large; an effect the other way counts as inactive or inconclusive.

SMILES	BCR signal inh	Eya2 inh	a7 integrin act	TCR activator	Mito fusion act	AT treatment	S-ASM inh	ELG1 repair inh	TSG101-PTAP inh	Tb PFK block	TSHR antagonist
O=C(Nc1ccc(NC(=O)c2sc3ccccc3c2Cl)cc1)c1ccco1	?	4%	-1%	1%[46.1 µM]	-2%	-5%	35%[activator]	?	-2%	0%	-20
Cc1cccc(N2CCN(S(=O)(=O)c3ccc4c(c3)C(C)(C)C(=O)N4C)CC2)c1C	?	-7%	4%	-6%	3%	0%	0%	11%	1%	?	-10
Cc1[nH]nc2c1C(CCc1ccccc1)C(C#N)=C(N)O2 (centres undefined)	14%	-9%	5%	-4%	-9%	4%	1%	-2%	-5%	-1%	-17
O=C(Cn1cc2c(n1)CCCCC2)NCc1ccccn1	15%	-15%	8%	-2%	2%	1%	5%	14%	-2%	-2%	15
CCc1ccccc1NC1=NCC(=O)N1C1CCCC1	?	-2%	0%	-6%	-3%	0%	3%	25%	-3%	0%	-8
CCC1(CC)Cc2ccccc2-c2nc(CN(C)C)[nH]c(=O)c21	2%	12%	-54%[inhibitor]	0%	-5%	-14%	4%	?	-4%	0%	0
CCn1c(=N)n(CC(=O)c2ccc(Cl)c(Cl)c2)c2ccccc21	-7%	14%	-17%	1%	-29%	28µM*	-8%	?	-1%	-7%	-4
O=C(Nc1nc(-c2ccc(F)c(F)c2)cs1)c1cnccn1	-2%	-1%	?	3%	2%	8%	-1%	4%	-8%	3%	6
Cc1cc(C)n(-c2nc(SCC(=O)O)c3c4c(sc3n2)COC(C)(C)C4)n1	-18%	4%	1%	6%	-13%	-4%	4%	0%	0%	0%	-26
COc1ccc(N(C(=O)c2ccco2)S(=O)(=O)c2cc(OC)ccc2OC)cc1	-3%	0%	6%	0%	15%	-2%	8%	-6%	-3%	-9%	14
Cc1cc(=O)oc2cc(NC(=O)COc3ccccc3[N+](=O)[O-])ccc12	1%	-10%	-9%	.	-4%	5%	88%[activator]	30%	-12%	?	-5
CCOc1ccccc1NC(=O)CC1(CC(=O)N2CCOCC2)CCCC1	-2%	-19%	-14%	4%	2%	9%	-1%	6%	-3%	-30%	7
CN(Cc1ccc(Cl)c(Cl)c1)C(=O)c1cccc(S(=O)(=O)N2CCN(Cc3ccccc3)CC2)c1	?	-4%	-20%	-3%	11%	-2%	-30%	-19%	-2%	-3%	-32
CC(=O)c1ccccc1NS(=O)(=O)c1cccc2nonc12	-2%	8%	41%	-2%	-3%	6%	4%	-14%	1%	3%	-2
Fc1ccc(C(CCCn2nnc(-c3cccnc3)n2)c2ccc(F)cc2)cc1	1%	-4%	-45%	2%	0%	14%	-21%	-21%	-1%	1%	-1
CCOc1cc(C(=O)OCC(=O)c2c[nH]c3ccccc23)ccc1OCC(=O)N1CCOCC1	2%	-3%	-17%	2%	-1%	-8%	-4%	?	-5%	3%[0.46 µM]	0
CSc1cccc(NC(=O)Nc2ccccc2)c1	?	17%	30%	-1%	1%	4%	0%	?	0%	0%	-8
COc1ccc(-c2[nH]ncc2/C=N\NS(=O)(=O)c2ccc(Cl)cc2)cc1	-1%	13%	25%	2%	-1%	2%	0%	?	-1%	0%	-4
COc1ccc(NC(=S)N2CCN(S(C)(=O)=O)CC2)cc1OC	0%	7%	7%	0%	2%	-3%	11%	14%	-1%	1%	10
CCOc1cc(C(=O)N(C)CC(=O)Nc2cccc(F)c2)ccc1OCC(=O)N1CCCCC1	4%	7%	-14%	-2%	6%	-7%	-1%	4%	-2%	6%	-9
Cc1ccc(S(=O)(=O)N2CCCCC2)cc1C(=O)NCCc1ccccc1	2%	5%	7%	-1%	-1%	10%	0%	-3%	1%	0%	-7
O=C(Cn1cccc1C(=O)c1ccccc1)NCCCN1CCc2ccccc2C1	4%	2%	11%	0%	3%	2%	4%	-4%	-4%	-1%	0
CC(C)c1ccccc1NC(=S)NC(=O)C1CCCCC1	6%	0%	-15%	0%	.	-3%	-2%	-25%	0%	-1%	.
CCOC(=O)c1ccccc1Nc1cc(C)nc2nc(C)nn12	4%	-18%	-10%	-1%[46.1 µM]	0%	-2%	6%	-1%	-5%	0%	-1
CCCC1(c2ccccc2)NC(=O)N(CC(=O)Nc2ccc3c(c2)OCCO3)C1=O (centres undefined)	4%	2%	20%	.	.	0%	-4%	?	3%	2%	4
CCN(CC)CCCN(Cc1cc2cc3c(cc2[nH]c1=O)OCO3)C(=S)Nc1ccccc1	?	-2%	-22%	3%	-3%	3%	15%	-5%	-3%	-9%	12
O=C(NCCCCNC(=O)c1c(F)c(F)c(F)c(F)c1F)c1c(F)c(F)c(F)c(F)c1F	15%	-2%	-19%	2%	0%	0%	3%	4%	1%	9%	12
O=C(c1cc(-c2ccc(Cl)cc2)nc2ccccc12)N1CCC1	1%	5%	-5%	-1%	3%	3%	3%	-9%	0%	10%	-21
Cc1c(/C=C(\C#N)c2nn(-c3ccccc3)c(N)c2C#N)c2ccccc2n1Cc1ccc(F)cc1	25%	16%	12%	0%	-6%	-5%	-4%	-8%	10%	2%	-2
O=C(CSc1oc(-c2ccccc2)nc1S(=O)(=O)c1ccccc1)NCC1CCCO1 (centres undefined)	-3%	0%	14%	-7%	2%	1%	-2%	-15%	-3%	2%	3
CCc1c(C)c2nncn2[nH]c1=O	5%	-12%	1%	-18%	0%	-3%	1%	-19%	0%	-2%	-7
CCc1ncc(/C=C2\C(=O)Nc3ccccc32)[nH]1	?	16%	?	-8%	-7%	-4%	-9%	?	-1%	2%	3
Cc1ccc(S(=O)(=O)c2nc(-c3ccc(F)cc3)oc2SCC(N)=O)cc1	0%	4%	13%	9%[46.1 µM]	-1%	.	-1%	-4%	-9%	-6%	0
COc1cccc(Sc2nc(-c3ccccc3)ncc2S(C)(=O)=O)c1	0%	-4%	-35%	-41%	-6%	14%	-9%	?	-1%	2%	1
N#Cc1cc([N+](=O)[O-])c(-n2nnc3ccccc32)c([N+](=O)[O-])c1	1%	?	1%	-1%	3%	3%	-2%	0%	-2%	5%	-4
O=C(Nc1ncn[nH]1)c1ccc(S(=O)(=O)N2CCOCC2)cc1	2%	-15%	-36%	14%	-2%	5%	9%	15%	0%	-4%	-2
Cc1snc(SCC(=O)N/N=C(\N)COc2cccc(C(F)(F)F)c2)c1C#N	-2%	1%	-8%	0%	3%	2%	-3%	5%	-3%	1%	-3
COn1c(=O)c(-c2cccs2)[n+]([O-])c2ccccc21	?	17%	5%	-7%	2%	-3%	44%[activator]	?	-10%	2%	-4
COc1ccc(OC(=O)c2cc3ccccc3o2)cc1	0%	4%	-21%	-3%	2%	-3%	7%	0%	0%	12%	13
COC(=O)c1ccc(S(=O)(=O)NCCc2ccccc2OC)n1C	1%	-13%	-9%	-60%	2%	-7%	-2%	?	-2%	0%	-2
CCNC(=O)CC1SC(=Nc2ccc(C)cc2)NC1=O (centres undefined)	5%	10%	-14%	-2%[46.1 µM]	7%	-3%	1%	12%	-3%	7%	9
CCc1ccccc1NC(=O)C(Cc1cccc(OC)c1OC)c1nn[nH]n1 (centres undefined)	6%	11%	-11%	1%	-1%	3%	3%	1%	-7%	-2%	0
CCC1=Nc2cc(C(=O)O)ccc2Sc2ccc(Cl)cc21	4%	6%	8%	1%	?	9%	9%	7%	-6%	-2%	-2
CC(C(=O)O)n1nc(-c2ccccc2)c2ccccc21 (centres undefined)	2%	4%	?	10%	9%	2%	1%	-8%	-1%	0%	4
COCCN(C(=O)Cc1cccs1)C(C(=O)NC1CCCC1)c1ccc(OC)c(OC)c1 (centres undefined)	?	7%	-9%	3%	2%	3%	5%	14%	0%	2%	12
CCNS(=O)(=O)c1ccc(NC(=S)NCc2ccco2)cc1	1%	1%	-22%	-1%[46.1 µM]	0%	1%	-1%	5%	-4%	-1%	1
N#C/C(=C(/O)COC(=O)CCC1CCCCC1)c1nc2ccccc2[nH]1	-2%	-6%	-10%	-22%	-3%	8%	1%	18%	4%	0%	9

Compound activity deposited in PubChem BioAssay by National Center for Advancing Translational Sciences (NCATS).
